From PubChem BioAssay
mIAP block – mouse IAP inhibition; purified mouse IAP, CDP-Star luminescence, 30 min; inhibition, % at 10 µM; 0.2% of 330,000 active; AID 2806;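 active = inhibition of at least 40% at 10 µM in the primary screen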;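 also: plate controls were DMSO with enzyme for no effect and no enzyme wells for full effect; values of inactives mirror those of a sister screen read the other way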
APOBEC3A inh – inhibitors of human APOBEC3A DNA deaminase; 0.41% of 330,000 active; recombinant A3A, FAM/TAMRA ssDNA deamination fluorescence; inhibition, % at 20 µM;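 active = at least 40% inhibition at 20 µM here, with at most 30% in a related deaminase screen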;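 also: plate controls were A3A with DMSO for no effect and wells lacking A3A enzyme for full effect; some results filed as inactive read as strong as hits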
Target sequence (P31941 whole entry, looked up): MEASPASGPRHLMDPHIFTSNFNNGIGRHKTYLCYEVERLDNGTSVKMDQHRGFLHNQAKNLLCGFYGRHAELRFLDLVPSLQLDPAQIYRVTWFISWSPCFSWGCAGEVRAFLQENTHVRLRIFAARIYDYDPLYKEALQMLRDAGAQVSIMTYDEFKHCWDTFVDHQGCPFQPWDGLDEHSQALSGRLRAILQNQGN
NALP3 yeast inh – inhibitors of NALP3 inflammasome in yeast. AID 2825. 0.39% of 330,000 active. inhibition, % at 10 µM. Yeast reconstituted NLRP3/ASC/caspase-1, beta-gal luminescence, 24 h;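 active = inhibition of 50% or more; inactive = inhibition below 50%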;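 also: plate controls were induced DMSO wells for no effect and uninduced yeast grown without galactose for full effect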
TIM10 inh – TIM10 yeast growth inhibition | AID 463195 | inhibition, % at 10 µM | S. cerevisiae TIM10 strain growth, BacTiter-Glo luminescence, 24 h | 1.4% of 330,000 active;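 active = inhibition of 40% or more at the single tested concentration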;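 also: wild-type TIM10 isogenic control strain grown at permissive 25 °C; 0% = DMSO yeast wells and 100% = minimal medium wells without yeast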
beta cell repl – induces beta-cell replication in MIN6 cells; proliferation, % at 10 µM; AID 2380; MIN6 cells proliferation, ATPlite luminescence, 48 h; cells starved in 0.2% serum; 100% = growth in 10% serum; 0.29% of 330,000 active;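 active = compounds whose signal lies at least 3.5 SD above the mean of all wells on their plate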;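 also: 0% = DMSO-treated cells in low-serum medium and 100% = 10% serum control; some compounds called inactive have numbers as strong as hits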
APOBEC3G inh – blocks human APOBEC3G single-stranded DNA deamination; 0.28% of 330,000 active; inhibition, % at 20 µM; Q9HC16; recombinant A3G, ssDNA deamination FAM/TAMRA fluorescence;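 active = inhibition of at least 40% at 20 µM, with no more than 30% in the related APOBEC3A deaminase screen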;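 also: plate controls were DMSO wells with A3G for no effect and wells lacking A3G enzyme for full effect; some compounds called inactive have numbers as strong as hits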
Target sequence (Q9HC16 whole entry, looked up): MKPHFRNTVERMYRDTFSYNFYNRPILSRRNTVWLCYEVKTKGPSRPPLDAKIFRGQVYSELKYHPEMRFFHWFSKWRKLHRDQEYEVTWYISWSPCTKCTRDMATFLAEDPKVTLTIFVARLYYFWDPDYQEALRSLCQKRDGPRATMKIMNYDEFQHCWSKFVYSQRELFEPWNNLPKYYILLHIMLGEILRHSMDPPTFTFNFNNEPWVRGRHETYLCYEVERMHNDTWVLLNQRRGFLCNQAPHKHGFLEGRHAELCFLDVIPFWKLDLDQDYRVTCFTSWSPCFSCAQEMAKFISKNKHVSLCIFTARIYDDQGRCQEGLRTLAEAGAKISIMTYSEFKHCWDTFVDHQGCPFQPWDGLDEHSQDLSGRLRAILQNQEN
hIAP inh – blocks human intestinal alkaline phosphatase; P09923; purified IAP, CDP-Star luminescence, 30 min; inhibition, % at 10 µM; 0.12% of 330,000 active; AID 2544;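 active = inhibition reaching a set limit with compound at 10 µM in the primary screen, cut at about 35% in these data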;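 also: plate controls were DMSO wells with enzyme for no effect and no-enzyme buffer wells for full effect; values of inactives mirror those of a sister screen read the other way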
Target sequence (P09923 whole entry, looked up): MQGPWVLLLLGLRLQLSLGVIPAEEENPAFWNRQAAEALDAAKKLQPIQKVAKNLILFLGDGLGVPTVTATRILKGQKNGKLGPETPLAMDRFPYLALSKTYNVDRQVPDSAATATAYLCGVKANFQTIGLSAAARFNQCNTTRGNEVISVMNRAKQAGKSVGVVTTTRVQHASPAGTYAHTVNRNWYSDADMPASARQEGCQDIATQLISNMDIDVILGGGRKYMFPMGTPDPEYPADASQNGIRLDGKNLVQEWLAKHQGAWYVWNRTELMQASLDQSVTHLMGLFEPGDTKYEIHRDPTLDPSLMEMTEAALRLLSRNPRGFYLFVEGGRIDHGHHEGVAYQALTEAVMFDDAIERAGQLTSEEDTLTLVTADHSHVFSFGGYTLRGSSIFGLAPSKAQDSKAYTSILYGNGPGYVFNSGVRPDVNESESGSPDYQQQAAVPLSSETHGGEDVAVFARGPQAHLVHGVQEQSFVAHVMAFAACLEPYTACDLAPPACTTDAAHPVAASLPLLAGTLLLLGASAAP
mIAP activ – increases mouse intestinal alkaline phosphatase activity. muIAP, CDP-Star luminescence, 30 min; hits give high values; 1 = vehicle-only enzyme signal, 0 = enzyme-free wells. activation factor at 10 µM. 0.24% of 330,000 active. AID 2805;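 active = activation factor of at least 2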; also: the source names both 10 and 20 µM as test concentration; values of inactives mirror those of a sister screen read the other way
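Assay system: mouse IAP enzyme; reagent: chemiluminescent substrate CDP-Star; dosing: test compounds delivered from DMSO solution; schedule: 30 min at room temperature; measured by: luminescence from enzymatic CDP-Star hydrolysis; controls: DMSO-only wells and no-enzyme negative control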
tim10-1 inh – inhibits growth of tim10-1 mutant yeast. 2.2% of 330,000 active. inhibition, % at 20 µM. S. cerevisiae tim10-1 ts strain growth, BacTiter-Glo, 24 h;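 active = inhibition of at least 40%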;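 also: mutant grown at 25 °C; 0% = DMSO wells with yeast and 100% = wells holding no yeast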
* marks the source's active call; other numbers are inactive results. Not a hit list. About 4.6% of those tested had a hit in this group.

`Cc1cc(Nc2ccc3c(c2)OCCO3)c2cccc(C)c2n1` gave mIAP block -5, APOBEC3A inh 4, NALP3 yeast inh 0, TIM10 inh 16, beta cell repl 0, APOBEC3G inh -5, hIAP inh 0, mIAP activ 1 and tim10-1 inh 19.
For Cc1ccc(NC(=O)Cc2noc3ccccc23)nc1 the results were mIAP block 5, APOBEC3A inh 2, NALP3 yeast inh 22, TIM10 inh -2, beta cell repl 0, APOBEC3G inh 1, hIAP inh -21, mIAP activ 0.95 and tim10-1 inh -37.
Screening CN(C)CCN(C)Cc1c2ccccc2c(CN(C)CCN(C)C)c2ccccc12 returned mIAP block 2, APOBEC3A inh 1, NALP3 yeast inh 4, TIM10 inh 32, beta cell repl -6, APOBEC3G inh 0, hIAP inh 19, mIAP activ 0.98 and tim10-1 inh 47*.
For Cc1ccccc1Cn1cc(NC(=O)c2nn(C)cc2Cl)cn1 the results were mIAP block -1, APOBEC3A inh 0, NALP3 yeast inh 7, TIM10 inh 12, beta cell repl -2, APOBEC3G inh -5, hIAP inh -1, mIAP activ 1 and tim10-1 inh 13.
`Cc1cccc(N2C(=O)C(Oc3ccc(Cl)cc3Cl)C2C(=O)O)c1C` (stereo not given) gave mIAP block 12, APOBEC3A inh -2, NALP3 yeast inh 2, TIM10 inh 27, beta cell repl 0, APOBEC3G inh -6, hIAP inh -9, mIAP activ 0.88 and tim10-1 inh 27.
`CCC(=O)n1nc(-c2cccnc2)nc1NCc1ccc(OC)cc1` gave mIAP block 1, APOBEC3A inh 1, NALP3 yeast inh 9, TIM10 inh -4, beta cell repl -2, APOBEC3G inh -4, hIAP inh 5, mIAP activ 0.99 and tim10-1 inh 4.
Screening Clc1ccc(C=NC23CN4CN(CN(C4)C2)C3)cc1 returned mIAP block -3, APOBEC3A inh -6, NALP3 yeast inh 18, TIM10 inh 1, beta cell repl -1, APOBEC3G inh -8, hIAP inh 6, mIAP activ 1 and tim10-1 inh -17.
Screening O=C(C1CCN(Cc2ccc(F)cc2)CC1)N(CCO)Cc1ccccc1 returned mIAP block 4, APOBEC3A inh -3, NALP3 yeast inh 1, TIM10 inh -34, beta cell repl -1, APOBEC3G inh -2, hIAP inh -5, mIAP activ 0.96 and tim10-1 inh -1.
Cc1ccc(-c2c(C#N)c(N)nc3c2CCCCCC3)o1 was read as mIAP block 0, APOBEC3A inh -4, NALP3 yeast inh 8, TIM10 inh -2, beta cell repl 2, APOBEC3G inh -8, hIAP inh -5, mIAP activ 1 and tim10-1 inh -11.
CCOCCCNC(=S)N1C2CCC1CC(NC(=O)NC1CCCCC1)C2 (stereo not given) was read as mIAP block 0, APOBEC3A inh -3, NALP3 yeast inh 17, TIM10 inh 0, beta cell repl -3, APOBEC3G inh -3, hIAP inh 10, mIAP activ 0.99 and tim10-1 inh -5.
Screening Cc1c(C(=O)N2CCN(CCc3ccccn3)CC2)oc2ccc(F)cc12 returned mIAP block 0, APOBEC3A inh 0, NALP3 yeast inh 0, TIM10 inh 4, beta cell repl -1, APOBEC3G inh -4, hIAP inh -2, mIAP activ 1 and tim10-1 inh 17.
Screening COc1ccc([C@@H]2C[C@@H](c3ccccc3)Oc3cc(OC)c(OC)c(OC)c32)cc1 returned mIAP block 1, APOBEC3A inh 35, NALP3 yeast inh 5, TIM10 inh -6, beta cell repl -7, APOBEC3G inh 4, hIAP inh 2, mIAP activ 0.99 and tim10-1 inh 12.
`O=C(NC1CC1)C1CCN(c2ccc(S(=O)(=O)N3CCOCC3)cc2Cl)CC1` gave mIAP block -7, APOBEC3A inh 1, NALP3 yeast inh 2, TIM10 inh 3, beta cell repl -2, APOBEC3G inh 1, hIAP inh 14, mIAP activ 1.1 and tim10-1 inh 6.
For COc1ccc(C(CCN2CCCC(C)C2)c2c(OC)cc(OC)c3c2OC(=O)CC3c2cc(OC)c(OC)c(OC)c2)cc1 (stereo not given) the results were mIAP block -3, APOBEC3A inh 0, NALP3 yeast inh 28, TIM10 inh -11, beta cell repl -5, APOBEC3G inh -10, hIAP inh -4, mIAP activ 1 and tim10-1 inh -18.
For O=C(CSc1cccc2cccnc12)Nc1ccccc1F the results were mIAP block 6, APOBEC3A inh 1, NALP3 yeast inh 36, TIM10 inh -9, beta cell repl -4, APOBEC3G inh 2, hIAP inh -5, mIAP activ 0.94 and tim10-1 inh -1.
COc1ccc(OCCn2c(NC(=O)c3ccco3)nc3ccccc32)cc1 was read as mIAP block 2, APOBEC3A inh -1, NALP3 yeast inh 13, TIM10 inh 16, beta cell repl -4, APOBEC3G inh -8, hIAP inh -23, mIAP activ 0.97 and tim10-1 inh 3.
COc1ccc(NC(=O)CNCCC2=CCCCC2)cc1 was read as mIAP block -16, APOBEC3A inh 1, NALP3 yeast inh 30, TIM10 inh 6, beta cell repl -3, APOBEC3G inh -3, hIAP inh 5, mIAP activ 1.2 and tim10-1 inh -4.
For CC(=O)c1ccccc1NC(=O)c1ccc2c(c1)NC(=O)C(C)S2 (stereo not given) the results were mIAP block 4, APOBEC3A inh 7, NALP3 yeast inh 29, TIM10 inh 1, beta cell repl -2, APOBEC3G inh -8, hIAP inh -12, mIAP activ 0.96 and tim10-1 inh 9.
Screening CCn1cnc2c1c(=O)n(Cc1cccc([N+](=O)[O-])c1)c(=O)n2Cc1ccccc1 returned mIAP block 16, APOBEC3A inh 2, NALP3 yeast inh 13, TIM10 inh 19, beta cell repl -2, APOBEC3G inh -7, hIAP inh 10, mIAP activ 0.84 and tim10-1 inh 25.
`Cc1ccc(S(=O)(=O)N2CCN(C(=O)c3cc(=O)[nH]c4ccccc34)CC2)c(C)c1` gave mIAP block -1, APOBEC3A inh 0, NALP3 yeast inh 6, TIM10 inh -4, beta cell repl -3, APOBEC3G inh -2, hIAP inh -7, mIAP activ 1 and tim10-1 inh 8.
For Clc1ccc(CSc2nnc(/C=C/c3ccccc3)o2)cc1 the results were mIAP block 2, APOBEC3A inh -2, NALP3 yeast inh 16, TIM10 inh 9, beta cell repl -1, APOBEC3G inh -3, hIAP inh 13, mIAP activ 0.98 and tim10-1 inh 14.
For COc1ccc(/C=N/N2CCN(c3ccccc3OC)CC2)cc1Br the results were mIAP block 0, APOBEC3A inh -3, NALP3 yeast inh 16, TIM10 inh -2, beta cell repl -2, APOBEC3G inh -6, hIAP inh -17, mIAP activ 1 and tim10-1 inh 14.
`CCOC(=O)N1CCN(CC(=O)Nc2cc(OCC)ccc2OCC)CC1` gave mIAP block -1, APOBEC3A inh -1, NALP3 yeast inh 15, TIM10 inh 7, beta cell repl -1, APOBEC3G inh 1, hIAP inh -2, mIAP activ 1 and tim10-1 inh 1.
Screening O=C(NC1CCCCC1)C(c1ccccn1)N(C(=O)c1csnn1)C1CCCCC1 (stereo not given) returned mIAP block -7, APOBEC3A inh -1, NALP3 yeast inh 8, TIM10 inh 11, beta cell repl -1, APOBEC3G inh -5, hIAP inh -4, mIAP activ 1.1 and tim10-1 inh 15.

Pulled by compound from the entries so far:
`Cc1ccc(S(=O)(=O)N2CCN(C(=O)c3cc(=O)[nH]c4ccccc34)CC2)c(C)c1` gave mIAP block -1, APOBEC3A inh 0, NALP3 yeast inh 6, TIM10 inh -4, beta cell repl -3, APOBEC3G inh -2, hIAP inh -7, mIAP activ 1 and tim10-1 inh 8.
Screening CCn1cnc2c1c(=O)n(Cc1cccc([N+](=O)[O-])c1)c(=O)n2Cc1ccccc1 returned mIAP block 16, APOBEC3A inh 2, NALP3 yeast inh 13, TIM10 inh 19, beta cell repl -2, APOBEC3G inh -7, hIAP inh 10, mIAP activ 0.84 and tim10-1 inh 25.

The list continues.
`C=CC[C@@H](CC(=O)NCCO)C(=O)N[C@@H](COC(=O)[C@@H](CC=C)CC(=O)OC(C)(C)C)Cc1ccccc1` gave mIAP block -4, APOBEC3A inh 0, NALP3 yeast inh 15, TIM10 inh -4, beta cell repl -1, APOBEC3G inh -8, hIAP inh 2, mIAP activ 1 and tim10-1 inh -4.
For Cc1ccc(-n2c3c(c(=O)[nH]c2=O)C(C(F)(F)F)(C(F)(F)F)NC(=O)N3)cc1 the results were mIAP block 15, APOBEC3A inh -2, NALP3 yeast inh 15, TIM10 inh -1, beta cell repl -1, APOBEC3G inh -10, hIAP inh -9, mIAP activ 0.85 and tim10-1 inh 7.
Screening O=C(COC(=O)c1cncc(Br)c1)Nc1ccc2c(c1)OCO2 returned mIAP block 8, APOBEC3A inh 2, NALP3 yeast inh -90, TIM10 inh -22, beta cell repl -3, APOBEC3G inh -1, hIAP inh 4, mIAP activ 0.92 and tim10-1 inh -5.
`c1ccc(-c2nnc(-c3ccccn3)c(-c3ccccn3)n2)nc1` gave mIAP block -11, APOBEC3A inh -1, NALP3 yeast inh 10, TIM10 inh 10, beta cell repl -2, APOBEC3G inh -11, hIAP inh -14, mIAP activ 1.1 and tim10-1 inh 16.
For CC(C)(C)OC(=O)N1CCC[C@H]1C(=O)N/N=C/c1cccc2cccnc12 the results were mIAP block -2, APOBEC3A inh 3, NALP3 yeast inh 19, TIM10 inh -11, beta cell repl 0, APOBEC3G inh 5, hIAP inh -27, mIAP activ 1 and tim10-1 inh -7.
Screening CC(=O)Nc1ccc(NC(=O)C(C)OC(=O)c2cccc(S(=O)(=O)N3CCCCCC3)c2)cc1 (stereo not given) returned mIAP block 8, APOBEC3A inh 4, NALP3 yeast inh 19, TIM10 inh -2, beta cell repl 12*, APOBEC3G inh -7, hIAP inh 0, mIAP activ 0.93 and tim10-1 inh 2.
`O=[N+]([O-])c1ccccc1N/N=C\c1ccccc1Cl` gave mIAP block 2, APOBEC3A inh -1, NALP3 yeast inh -6, TIM10 inh 9, beta cell repl -5, APOBEC3G inh -3, hIAP inh -4, mIAP activ 0.98 and tim10-1 inh 27.
CSc1nnc(-c2cccc(NC(=O)c3ccccc3)c2)n1C was read as mIAP block 1, APOBEC3A inh 40, NALP3 yeast inh 11, TIM10 inh 7, beta cell repl -2, APOBEC3G inh 4, hIAP inh 3, mIAP activ 0.99 and tim10-1 inh -5.
O=C(NC(NC(=S)N1CCOCC1)C(Cl)(Cl)Cl)c1ccc(Cl)cc1 (stereo not given) was read as mIAP block -48, APOBEC3A inh -1, NALP3 yeast inh 8, TIM10 inh 3, beta cell repl -2, APOBEC3G inh -5, hIAP inh -16, mIAP activ 1.5 and tim10-1 inh 3.
Screening COc1ccc(N2C(=O)N3[C@H](c4ccc(Cl)cc4)[C@@H]4C(=O)N(C5CCCCC5)C(=O)[C@@H]4[C@]3(Cc3ccc(Cl)cc3)C2=O)cc1 returned mIAP block 1, APOBEC3A inh -1, NALP3 yeast inh 4, TIM10 inh 11, beta cell repl -8, APOBEC3G inh -5, hIAP inh 10, mIAP activ 0.99 and tim10-1 inh 18.
For O=C(NCc1ccccc1Cl)NCc1ccccc1Cl the results were mIAP block -13, APOBEC3A inh -6, NALP3 yeast inh -13, TIM10 inh -12, beta cell repl -3, APOBEC3G inh -6, hIAP inh 0, mIAP activ 1.1 and tim10-1 inh -5.
`CC(=O)c1ccc(-c2ccc(C(=O)N(C)Cc3nc4ccccc4c(=O)[nH]3)o2)cc1` gave mIAP block -9, APOBEC3A inh 1, NALP3 yeast inh 1, TIM10 inh -8, beta cell repl 0, APOBEC3G inh -2, hIAP inh -1, mIAP activ 1.1 and tim10-1 inh 12.
Screening COc1ccc(C2=CC(=O)C[C@H](c3ccc(F)cc3)C2)c(OC)c1 returned mIAP block 6, APOBEC3A inh -4, NALP3 yeast inh 25, TIM10 inh 9, beta cell repl -2, APOBEC3G inh -7, hIAP inh 24, mIAP activ 0.94 and tim10-1 inh 22.
